Assay outcomes as filed in PubChem.
UBC9 SUMO inh = SUMOylation inhibition; P63279; HTRF SUMOylation assay, SAE1/SAE2 + UBC9, in vitro; inhibition, % at 35 µM; 0.36% of 290,000 active; AID 2006; in the data active means inhibition above about 50%, passing the limit was not always enough; further: strong numbers were not always called active
p-CIP stab down = compounds decreasing mouse p/CIP protein stability; F442A p/CIP-EGFP cells, EGFP fluorescence, 16 h; decrease of EGFP signal, % at 10 µM; 0.01% of 290,000 active; Q05BA5; AID 1984;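 active means EGFP signal decrease of at least 30% at 10 µM or well 3 SD below plate mean, unless failing retest; inactive means the rest, including hits failing retest or dose response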; further: some compounds called inactive have numbers as strong as hits; many of its hits are not listed in these tables
IDE act = activators of human insulin-degrading enzyme in cells; P14735; HEK cells, FAbeta-B cleavage, fluorescence polarization; 0% vehicle, 100% cell-free pure enzyme wells; activation, % at 5.96 µM; 0.073% of 340,000 active; AID 493087;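 active means activation above the mean of all tested compounds plus 3 SD, set per screening campaign, cut at about 17% in these data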
Target sequence (P14735 whole entry, looked up): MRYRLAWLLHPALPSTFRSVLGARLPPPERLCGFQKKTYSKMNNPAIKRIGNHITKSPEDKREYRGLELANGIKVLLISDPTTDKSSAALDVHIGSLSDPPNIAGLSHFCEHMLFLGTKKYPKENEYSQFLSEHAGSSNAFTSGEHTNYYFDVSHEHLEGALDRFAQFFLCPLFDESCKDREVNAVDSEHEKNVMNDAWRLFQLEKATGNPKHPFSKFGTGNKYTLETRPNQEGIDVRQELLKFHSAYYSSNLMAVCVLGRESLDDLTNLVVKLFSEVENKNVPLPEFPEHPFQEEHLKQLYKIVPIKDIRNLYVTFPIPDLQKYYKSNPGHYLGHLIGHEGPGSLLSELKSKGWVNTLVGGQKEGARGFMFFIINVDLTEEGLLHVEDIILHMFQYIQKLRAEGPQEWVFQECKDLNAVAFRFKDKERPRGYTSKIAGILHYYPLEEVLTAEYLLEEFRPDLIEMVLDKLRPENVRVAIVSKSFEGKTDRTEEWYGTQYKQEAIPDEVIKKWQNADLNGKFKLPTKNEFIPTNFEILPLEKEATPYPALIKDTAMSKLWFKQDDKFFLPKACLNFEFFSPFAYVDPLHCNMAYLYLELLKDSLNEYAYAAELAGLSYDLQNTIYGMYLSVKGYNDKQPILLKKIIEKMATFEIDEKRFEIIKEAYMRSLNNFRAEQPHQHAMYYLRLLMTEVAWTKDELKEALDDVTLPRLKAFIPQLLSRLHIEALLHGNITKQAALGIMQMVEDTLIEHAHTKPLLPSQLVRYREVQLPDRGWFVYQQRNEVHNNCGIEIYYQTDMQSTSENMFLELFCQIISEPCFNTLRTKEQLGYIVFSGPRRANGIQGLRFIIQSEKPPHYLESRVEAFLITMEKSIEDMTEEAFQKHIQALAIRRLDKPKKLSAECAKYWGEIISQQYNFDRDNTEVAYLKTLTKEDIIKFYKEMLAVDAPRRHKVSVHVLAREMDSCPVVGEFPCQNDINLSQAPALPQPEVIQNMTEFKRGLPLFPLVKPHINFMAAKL
MEKK3 PB1 HTS = modulators (inhibitors or enhancers) of MEK5 binding to human MEKK3 PB1 domain; Q99759; bead-based flow cytometry, Alexa488-MEK5 binding to MEKK3; actives lie on both sides; 0 = blocked by unlabeled MEK5, 100 = vehicle; binding response (% of control), % at 10 µM; 1.4% of 290,000 active; AID 1529;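 active means binding response more than 3 SD above or below the average of its plate-row segment, actives on both sides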;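 further: Alexa488 bead fluorescence after subtracting the streptavidin-only scavenger bead signal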
IMP-1 inh = inhibitors of Pseudomonas aeruginosa IMP-1 metallo-beta-lactamase; purified IMP-1, nitrocefin hydrolysis, epi-absorbance fluorescence; inhibition, % at 5.6 µM; 0.45% of 290,000 active;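 active means inhibition above the mean plus 3 SD of all compounds in the same screening run, cut at about 4.5% in these data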;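 further: 0% = IMP-1 with DMSO and 100% = DMSO wells lacking enzyme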
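Assay system: purified IMP-1; Quantity: IMP-1 0.2 nM before substrate addition; Medium: HEPES buffer pH 7.1 with ZnSO4 and Brij 35; Incubation: 15 min enzyme–compound preincubation, then 25 min nitrocefin reaction, 25 °C; Signal: fluorescence quenching readout, ex 480/em 530 nm; Controls: DMSO with and without IMP-1; Repeats: singlicate testing.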
PHOSPHO1 block = inhibitors of human PHOSPHO1 phosphatase | recombinant PHOSPHO1, absorbance phosphatase assay | inhibition, % at 13.3 µM | 1.1% of 290,000 active | AID 1565; in the data active means inhibition above about 60%
NS3 helicase inh = HCV NS3 helicase inhibition; NS3 helicase DNA unwinding, Cy5 molecular beacon fluorescence; inhibition, % at 10.9 µM; 0.56% of 290,000 active;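 active means inhibition above the mean of all tested compounds plus 3 SD, set per campaign, cut at about 35% in these data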;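 further: 0% = DMSO wells and 100% = thioflavine S control wells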
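System: Hepatitis C virus NS3 helicase domain fragment enzyme | Reagent: Annealed dual-labelled DNA beacon duplex, ATP-started | Compound dosing: 10.9 µM single point, 0.8% DMSO | Incubation: 1 h reaction at 25 °C, ATP-initiated | Technique: Cy5 fluorescence | Evaluation: Percent inhibition from t60/t0 fluorescence ratio | Benchmarks: Low DMSO, high thioflavine S at 110 µM | Replication: Singlicate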
FID counter = counter-screen for HCV NS3 helicase inhibitors: DNA intercalator displacement | DNA fluorescent intercalator displacement, fluorescence | inhibition, % at 7.9 µM | 0.17% of 290,000 active | AID 1845; in the data active means inhibition above about 37%;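 further: 0% = vehicle and 100% = reference compound; higher means more ethidium bromide displaced from hairpin DNA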
VIM-2 inh = inhibitors of Pseudomonas aeruginosa VIM-2 metallo-beta-lactamase. purified VIM-2, nitrocefin hydrolysis, epi-absorbance fluorescence. inhibition, % at 5.6 µM. 0.89% of 290,000 active. AID 1527;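 active means inhibition above the mean of all tested compounds plus 3 SD, cutoff set per screening run, cut at about 7.5% in these data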;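 further: red hydrolysis product quenches plate fluorescence so inhibitors raise well fluorescence; 0% = enzyme with DMSO and 100% = DMSO without enzyme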
The depositor's hits bear a star; x = not tested or not shown; & = joins results of further samples; [ ] = dose if it differs, or a comment. A portion of the library (hit frequency here may not be typical).

SMILES	UBC9 SUMO inh	p-CIP stab down	IDE act	MEKK3 PB1 HTS	IMP-1 inh	PHOSPHO1 block	NS3 helicase inh	FID counter	VIM-2 inh
CCOC(=O)CN1NC2(CCC(C(C)(C)C)CC2)NC1=S (stereo not given)	15	-18	4	99	-3.4	56	8	7	-3.0
CCN1CCN(c2ncnc3sc(C(=O)Nc4ccccc4F)c(C)c23)CC1	15	-8	0	94	-0.1	-4	-8	4	-0.2
Cc1cccc(C)c1NC(=O)CN(C)C(=O)Cc1cccc(C(F)(F)F)c1	3	1	-4	99	-1.5	9	-6	-27	-2.1
O=C(c1ccccc1)N(Cc1ccc(F)cc1)Cc1nc2ccccc2c(=O)[nH]1	-8	3	0	94	-4.8	-13	3	-31	-5.3
COC(=O)c1ccccc1NC(=O)COC(C)=O	-3	-1	2	103	-0.6	1	10	-3	-2.4
Cc1ccnc(SCCn2c(N(C)Cc3ccccc3)nc3c2c(=O)n(C)c(=O)n3C)n1	x	x	-7	100	-1.5	x	-6	-5	-0.1
COC(=O)c1ccccc1NC(=S)NC(=O)c1ccccc1C	13	5	2	x	-2.9	37	5	-13	-1.6
Cc1cc2c(c(SCC(=O)NCc3ccc(Cl)cc3)n1)C(=O)OC2	26	-12	4	85	-3.5	16	-15	-2	-1.0
CC(NC(=O)CSc1n[nH]c(=O)[nH]c1=O)C1CC2CCC1C2 (stereo not given)	19	-8	3	107	-2.4	-12	2	0	0.3
CCN(c1ccccc1)S(=O)(=O)c1ccc(NC(=S)NC(=O)c2ccc(Br)o2)cc1	12	-11	1	103	-1.5	35	0	-4	-3.7
O=C(O)c1ccccc1Nc1ccnc(Cl)n1	28	-9	3	112	-2.3	19	4	-2	0.7
CC1(C)CNC(=O)c2sc(N3CCOCC3)nc2C1	18	-16	3	98	-1.8	-7	-7	-4	-1.7
COC(=O)C1=C(C(=O)OC)SC(=C2C(=S)C(C)(C)N(C(=O)C(C)C)c3ccccc32)S1	-39	8	1	99	-0.8	80*	2	2	-0.7
C=CCOc1ccc2ccccc2c1CNn1c(C)n[nH]c1=S	-12	-7	0	101	-1.6	-78	-10	-29	17*
O=C(CNC(=O)c1ccccc1F)NCCc1ccc(Cl)cc1Cl	5	-6	3	100	-1.1	23	7	-22	-2.3
COC(=O)C(=CC(=CN(C)C)C=C(C(=O)OC)C(=O)OC)C(=O)OC	2	0	2	x	-1.8	24	6	-5	-1.5
O=C(NC(=S)NCC1CCCO1)c1ccco1 (stereo not given)	8	3	2	95	0.9	7	7	-10	-3.2
Cc1cccc(N2CCN(C(=O)c3ccc(N4CCCC4=O)cc3)CC2C)c1 (stereo not given)	18	-7	0	104	1.6	50	-8	-35	0.2
CCOC(=O)c1cccc(NC(=O)N2CCOCC2)c1	23	-11	2	96	-1.2	25	0	-3	0.8
O=C(CSc1nc(O)c(Cc2ccccc2)c(=O)[nH]1)Nc1ccccc1	19	1	5	102	-3.0	6	0	-4	-2.5
NC(=O)c1nsc(C(=O)N(c2cccc(F)c2)C(C(=O)NC2CCCC2)c2ccco2)c1N (stereo not given)	-5	-8	-1	1.0*[inhibitor]	2.1	20	12	-17	-1.0
CCCN1C(=O)CN(C2CCCCCC2)C(=O)C1c1ccc(C)cc1 (stereo not given)	-4	-3	-2	102	-1.6	56	-1	-28	-1.2
COc1ccc(NC(=S)NNc2ccc(C(=O)O)cc2)cc1	-4	5	3	100	0.3	-32	18	-4	-2.5
CC(C)(C)C1CCC(=NNc2nc3ccccc3[nH]2)CC1 (stereo not given)	17	-1	-2	105	-5.1	15	-1	2	-2.8
CCOc1ccc(CN2CCNC(=O)C2CC(=O)OC)cc1 (stereo not given)	9	-5	-3	93	-3.5	-11	-3	-3	-1.4
NNC(=O)CNc1ccccc1Cl	4	-24	3	97	0.0	41	-13	-3	-4.8
CC1CCCCN1C(=O)CCC(=O)Nc1nnc(C2CCCCC2)s1 (stereo not given)	x	-19	3	93	-3.3	53	3	-50	-3.1
COCCNC(=O)C1CCN(C(=O)C2CC(=O)N(c3ccc(C)cc3)C2)CC1 (stereo not given)	-10	10	3	102	-0.8	19	8	-11	-0.4
Cc1ccc(NC2=CC(=O)CC(c3ccccc3)C2)cc1 (stereo not given)	16	3	-2	103	-2.3	4	10	-12	-0.6
CC(c1ccccc1)n1cc(C(=O)NCC2COc3ccccc3O2)nn1 (stereo not given)	-16	-9	2	102	-2.2	-6	-9	-15	-4.8
O=C(NCCCn1ccnc1)/C(=C/c1ccco1)NC(=O)c1ccco1	9	-4	-5	66*[inhibitor]	-0.4	46	2	-1	-1.8
CCOC(=O)C1(C)Oc2cccnc2NC1=O (stereo not given)	20	7	-1	99	-0.9	27	3	2	0.0
O=C(COC(=O)CCc1ccc(S(=O)(=O)N2CCOCC2)cc1)NCc1ccccc1Cl	-14	-11	-1	103	-1.3	-10	1	-24	-2.9
COc1ccc(-c2nc(-c3ccncc3)no2)cc1OC	21	-6	5	99	-1.3	-11	10	-9	2.7
CCCCNC(=S)N1CCn2cccc2C1c1ccc(F)cc1 (stereo not given)	-8	20	2	110	-1.6	-16	4	-3	0.4
COc1ccccc1CNC(=O)Cn1cnc2ccccc2c1=O	-9	-2	6	99	-2.4	1	3	-9	-0.2
CC(=O)c1ccc([N+](=O)[O-])c(CS(=O)(=O)c2ccc(Cl)cc2)c1	26	-18	4	103	-3.2	x	-2	-7	-3.8
COc1cc2c(cc1OC)-c1cc(Nc3cccc(C)c3)nc(=O)n1CC2	10	-10	1	102	-1.6	x	2	-29	6.5
COc1ccc(NC(=O)Cn2nnc(C(=O)Nc3ccc(F)c(Cl)c3)c2N)cc1	25	-4	-2	103	8.1*	48	9	2	1.1
N#Cc1c(SCC(=O)O)nc(-c2ccccc2)c2c1CCCC2	20	-15	-3	102	-0.8	30	30	-36	-4.0
CSc1ccccc1C(=O)NCCOc1ccccc1C	18	-11	-1	67	-1.5	-22	-4	-15	0.8
CCCC(=O)NC(c1ccccc1Cl)c1c(O)ccc2ccccc12 (stereo not given)	-2	5	5	104	-2.5	1	6	-10	-3.9
CN(C)C(=O)c1ccc(Nc2nc(-c3cccs3)nc3ccccc23)cc1	21	-15	-3	103	-1.5	26	-19	-16	22*
CCN(CC)CCOC(=O)c1ccc(NC(=O)CNC(=O)C2CCCCC2)cc1	-4	5	0	99	-4.0	12	14	6	0.7
CSCC[C@H](NC(=O)Nc1ccc(Oc2ccccc2)cc1)C(=O)O	16	-5	-2	93	-0.5	8	24	-37	-1.2
CCC(=O)CCC(=O)c1ccc2ccccc2c1	15	4	-4	100	-3.6	17	-9	0	-1.2
CNC(=O)CSc1nc2sccc2c(=O)n1-c1ccccc1	-12	-8	0	102	-2.6	12	2	-5	-0.7
Cc1ccccc1CN(CC(=O)Nc1cccc([N+](=O)[O-])c1)S(=O)(=O)c1ccc(Cl)cc1	-11	-8	2	102	-4.3	-18	5	4	1.5
COc1cccc(C2/C(=C(/O)c3cnn(-c4ccccc4)c3C)C(=O)C(=O)N2CCN(C)C)c1OC (stereo not given)	-23	2	3	100&98	-2.1	-8	7	-9	-3.4
Cc1ccc(NC(=S)N2CCN(C3CCCCC3)CC2)cc1	3	-5	1	102	-1.6	26	0	2	0.0
O=C(O)c1ccc(COc2ccccc2/C=C2\NC(=O)N(Cc3ccccc3F)C2=O)cc1	7	-5	3	x	-1.9	32	-10	-17	-2.3
O=C(COC(=O)CNC(=O)C12CC3CC(CC(C3)C1)C2)NC1CCS(=O)(=O)C1 (stereo not given)	0	-11	8	125	-4.0	-11	-1	-1	-4.0
CCCn1c(=O)c2sccc2n2c(CCCC(=O)NCc3cccnc3)nnc12	15	-3	3	102	-0.1	21	2	-19	4.4
COc1ccc(CC(=O)NC(C)c2nnc(SCC(=O)c3ccc(Br)cc3)n2C)cc1 (stereo not given)	8	-8	-3	108	-2.5	29	5	-22	-1.0
Cc1csc(NC(=O)c2cnccn2)n1	-5	5	3	96	-3.0	7	0	-4	-0.9
CCOc1ccc(NC(=O)NCc2ccccn2)cc1	-10	-2	4	100	-1.1	52	13	-4	0.4
NC(=O)C1CCN(CCC(=O)Nc2ccc3c(c2)CCC3)CC1	17	6	3	115	-3.8	-12	13	5	-1.5
CN(C)c1cccc(NC(=O)c2ccco2)c1	1	7	6	98	-0.5	8	-3	4	3.6
Cc1nnc(NC(=O)c2cccc(NC(=O)C(C)C)c2)s1	-17	-6	-1	104	-2.1	22	-2	-7	-2.8
CCOC(=O)C1CCN(c2c(NCCCN(C)C3CCCCC3)c(=O)c2=O)CC1	7	-6	6	103	-2.7	-3	1	5	0.1

Next part; it opens with the 5 that closed the last part.
SMILES	UBC9 SUMO inh	p-CIP stab down	IDE act	MEKK3 PB1 HTS	IMP-1 inh	PHOSPHO1 block	NS3 helicase inh	FID counter	VIM-2 inh
CCOc1ccc(NC(=O)NCc2ccccn2)cc1	-10	-2	4	100	-1.1	52	13	-4	0.4
NC(=O)C1CCN(CCC(=O)Nc2ccc3c(c2)CCC3)CC1	17	6	3	115	-3.8	-12	13	5	-1.5
CN(C)c1cccc(NC(=O)c2ccco2)c1	1	7	6	98	-0.5	8	-3	4	3.6
Cc1nnc(NC(=O)c2cccc(NC(=O)C(C)C)c2)s1	-17	-6	-1	104	-2.1	22	-2	-7	-2.8
CCOC(=O)C1CCN(c2c(NCCCN(C)C3CCCCC3)c(=O)c2=O)CC1	7	-6	6	103	-2.7	-3	1	5	0.1
CCOc1ccc(C(O)c2nccn2C)cc1 (stereo not given)	24	-8	2	106	-1.5	30	3	-12	-2.8
COc1ccccc1NC(=O)c1c(N=Cc2cccc([N+](=O)[O-])c2)cnn1C	-2	-4	x	107	-1.4	-1	10	-2	-3.1
COc1cc(O)c(C(C)=O)c(CC(=O)O)c1	-3	4	4	108	x	-19	x	x	x
O=C(NCc1ccc(F)cc1)C(=O)NCC1OCCN1C(=O)c1ccc(Cl)cc1 (stereo not given)	8	-3	6	112	-2.1	-16	6	-28	-4.5
Cc1noc(NS(=O)(=O)c2ccc(NC(=O)Nc3ccc(Cl)c(Cl)c3)cc2)c1C	14	-2	6	96	-2.1	-10	5	18	-1.5
COc1cccc(-c2noc(N)c2C#N)c1	-9	-7	-5	101	-5.9	9	0	1	-1.4
CCCCCC1(C(=O)OCC)CC(CSC(=N)N)OC1=O (stereo not given)	9	-21	-3	95	-1.7	37	-9	7	-3.5
COc1ccc(C(=O)N/C(=C/c2cccs2)C(=O)NC(C)(C)C)cc1OC	13	-4	0	87	-3.4	34	1	-5	-4.1

Some entries already given with just IMP-1 inh, IDE act and MEKK3 PB1 HTS.
mol | IMP-1 inh | IDE act | MEKK3 PB1 HTS
CCCCCC1(C(=O)OCC)CC(CSC(=N)N)OC1=O (stereo not given) | -1.7 | -3 | 95
COc1ccc(C(=O)N/C(=C/c2cccs2)C(=O)NC(C)(C)C)cc1OC | -3.4 | 0 | 87
